Screening results from PubChem.
CendR NRP1 mod – modulators of CendR peptide binding to NRP-1, primary screen, biochemical, fluorescence polarization, uHTS | hit rate 0.85% among 360,000 | inhibition, % at 25 µM | FAM-RPARPAR peptide binding to NRP-1 | Neuropilin-1 (Homo sapiens), O14786;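 active means inhibition or corrected inhibition above about 18%, plus a signal ratio from 0.5 to 1.5, limit read from the data, passing the limit was not always enough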; further: strong numbers were not always called active
Target sequence (O14786 whole entry, looked up): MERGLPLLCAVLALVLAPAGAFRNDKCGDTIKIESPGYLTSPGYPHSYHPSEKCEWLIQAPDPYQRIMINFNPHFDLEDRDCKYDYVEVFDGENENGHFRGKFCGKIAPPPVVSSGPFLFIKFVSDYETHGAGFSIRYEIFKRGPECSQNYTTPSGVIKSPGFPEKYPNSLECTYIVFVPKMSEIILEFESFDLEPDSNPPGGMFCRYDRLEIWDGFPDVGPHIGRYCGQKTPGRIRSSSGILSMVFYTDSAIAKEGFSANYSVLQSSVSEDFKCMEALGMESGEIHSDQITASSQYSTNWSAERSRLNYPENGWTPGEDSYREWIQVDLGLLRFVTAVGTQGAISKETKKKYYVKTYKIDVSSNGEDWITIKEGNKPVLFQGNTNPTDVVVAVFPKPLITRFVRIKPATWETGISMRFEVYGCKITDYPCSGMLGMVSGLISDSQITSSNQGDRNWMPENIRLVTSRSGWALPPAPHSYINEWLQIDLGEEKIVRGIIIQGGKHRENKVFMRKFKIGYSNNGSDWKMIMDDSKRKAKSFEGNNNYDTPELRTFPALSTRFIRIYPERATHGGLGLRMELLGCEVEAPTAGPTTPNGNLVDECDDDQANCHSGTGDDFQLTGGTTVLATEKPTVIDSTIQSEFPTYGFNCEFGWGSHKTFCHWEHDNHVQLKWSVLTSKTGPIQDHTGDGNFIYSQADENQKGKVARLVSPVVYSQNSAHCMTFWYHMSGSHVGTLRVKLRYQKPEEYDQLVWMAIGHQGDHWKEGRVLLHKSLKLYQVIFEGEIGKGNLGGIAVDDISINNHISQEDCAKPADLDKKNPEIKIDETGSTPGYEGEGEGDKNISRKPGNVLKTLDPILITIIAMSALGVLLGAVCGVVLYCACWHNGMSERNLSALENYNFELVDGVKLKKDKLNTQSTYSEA
SKN-1 inh – suppressors of acrylamide-induced Pgst-4::GFP reporter in worms, primary screen, SKN-1 inhibitor project, whole organism, uHTS, GFP/RFP fluorescence ratio, strain VP596; C. elegans VP596 Pgst-4::GFP/RFP ratio, 24 h; inhibition, % at 21.8 µM; AID 624304, 2012; hit rate 0.49% among 360,000;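 active means interference check ratio from 0.5 to 1.5 plus GFP to RFP signal ratio inhibition reaching or exceeding a fixed threshold, cut at about 30% in these data, passing the limit was not always enough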; further: some compounds called inactive have numbers as strong as hits
MT1-MMP act inh – blockers of MT1-MMP proenzyme processing, primary screen, HT1080 RFP-PRO-GFP cells, GFP/RFP fluorescence; Matrix metalloproteinase-14 (Homo sapiens), P50281; GFP/RFP ratio fluorescence, overnight; percent of plate control window, DMSO zero; GFP/RFP ratio change, % at 20 µM; hit rate 0.061% among 360,000; AID 651647, 2012;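 active means GFP/RFP ratio change of at least 30% with cell ATP level not reduced by more than half and red fluorescence within 50% of control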; further: strong numbers were not always called active
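Read-out: GFP/RFP fluorescence ratio; Test system: RFP-PRO-GFP reporter HT1080 cells; Compound dosing: single-point 20 µM compound, 1% DMSO; Times: overnight compound exposure at 37 °C.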
FAS-TE inh – FAS thioesterase domain inhibitors, primary screen, biochemical, fluorescence intensity, uHTS | Fatty acid synthase (Homo sapiens), P49327 | recombinant FAS-TE, OMFH fluorogenic substrate, fluorescence endpoint | inhibition, % at 15 µM | hit rate 0.67% among 360,000 | AID 602261, 2012;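 active means compounds whose normalised, plate-corrected inhibition of enzyme fluorescence in the single-dose primary screen is 50% or more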;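 further: 0% = DMSO with enzyme and 100% = substrate without enzyme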
Rin1-Abl PPI inh – inhibitors of Rin1-Abl protein binding, primary screen, biochemical, TR-FRET; Tyrosine-protein kinase ABL1 (Homo sapiens) + Ras and Rab interactor 1 (Homo sapiens), …; inhibition, % at 7.35 µM; hit rate 0.4% among 360,000; in the data active means inhibition above about 5%, passing the limit was not always enough
E coli Lon inh – inhibitors of E. coli Lon protease, primary screen, biochemical, fluorescence polarization | inhibition, % at 7.94 µM | AID 602123, 2011 | P0A9M0 | hit rate 0.42% among 360,000 | purified E. coli Lon protease; in the data active means inhibition above about 13%, passing the limit was not always enough;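 further: 0% = enzyme with probe and DMSO and 100% = no enzyme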
MsrA inhibitor – bovine MsrA enzyme inhibitors, primary screen, biochemical, absorbance, HTS. AID 651718, 2012. hit rate 0.75% among 360,000. purified bovine MsrA, absorbance read-out. inhibition, % at 15.5 µM. Methionine sulfoxide reductase A (Bos taurus); in the data active means inhibition above about 4.5%;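 further: 0% = vehicle wells with enzyme and 100% = reference inhibitor wells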
bovine MsrA act – bovine MsrA enzyme activators, primary screen, biochemical, absorbance, HTS | purified bovine MsrA, absorbance read-out | activation, % at 10.6 µM | hit rate 0.3% among 360,000; in the data active means activation above about 7.5%;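 further: 0% = vehicle and 100% = reference activator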
Neddylation inh – inhibitors of cullin neddylation, primary screen, biochemical, TR-FRET, uHTS, NAE and Ubc12 | calls only at 25 µM | hit rate 0.58% among 360,000 | AID 651699, 2012; in the data active means inhibition above about 36%
The depositor's hits bear a star; i = inactive; x = no result given; + = active, no number.

SMILES	CendR NRP1 mod	SKN-1 inh	MT1-MMP act inh	FAS-TE inh	Rin1-Abl PPI inh	E coli Lon inh	MsrA inhibitor	bovine MsrA act	Neddylation inh
CCOCCCNC(=O)CCC(=O)NNc1nc2ccccc2c2nc(-c3ccccc3)nn12	8	-3	7	-2	-2	-3	-0.1	0	i
O=S(=O)(c1cccs1)N1CCCCC1	35*	-5	2	-4	-6	-12	-0.4	0	i
CC1(C(=O)NS(=O)(=O)c2cccc(Cl)c2)CCN1C(=O)Cc1ccccc1 (configuration not stated)	-1	9	1	-7	0	5	0.8	7	i
CCOC(=O)C1=CCN(S(=O)(=O)c2cccc(Cl)c2)C1c1cccc(C)c1 (configuration not stated)	6	-6	-2	24	5	-3	-0.3	-5	i
C/C(CCc1ccco1)=N\NC(=O)CNc1cccc2ccccc12	0	-5	5	2	-7	0	0.4	0	i
O=C(CCN1C(=O)C2C3CCC(C3)C2C1=O)OCC(=O)c1ccc(Br)cc1 (configuration not stated)	10	-7	1	0	4	-9	0.1	-3	i
CNC(=O)C1Cc2ccccc2CN1S(=O)(=O)c1cccs1 (configuration not stated)	-14	6	-3	-8	1	1	-0.5	-5	i
O=C(O)c1ccc(/C=N/NC(=O)c2cc3c(ccc4ccccc43)o2)cc1	-10	15	1	-3	-3	-5	-0.3	-1	+
O=C1C2ON(c3ccccc3)C(c3cccnc3)C2C(=O)N1Cc1ccccc1 (configuration not stated)	3	20	-4	2	-3	0	0.4	0	i
Cc1ccc(O)c(C(CC(=O)NCc2cccnc2)c2ccccc2)c1 (configuration not stated)	3	-8	2	-2	1	3	0.5	-3	i
CCCCCn1c(=O)[nH]c2cc(C(=O)N3CCN(C(=O)OCC)CC3)ccc2c1=O	6	0	0	1	2	3	-0.4	-2	i
CCCC(C)NS(=O)(=O)c1ccccc1 (configuration not stated)	2	9	0	-7	2	2	-1.1	-2	i
COc1nc(NCc2ccc(Cl)cc2)nc(OC)n1	2	9	5	-3	-1	-6	-0.1	-4	i
Cc1nn(C)c(Cl)c1CN1CCC(CO)(CCOc2ccccc2)CC1	-11	-3	0	-6	1	-6	0.7	-12	i
CCN(CC)CCN1C(=O)C(=O)/C(=C(/O)c2c(C)[nH]c(C(=O)OC)c2C)C1c1ccccc1 (configuration not stated)	2	-12	1	-5	6	2	1.2	-14	i
Cc1noc(C)c1S(=O)(=O)Nc1cc(C(F)(F)F)ccc1N1CCOCC1	-4	-7	-3	4	1	-12	0.5	-3	i
COc1ccc(OC)c2[nH]c(=O)c(CCNS(=O)(=O)c3ccc(C)cc3)cc12	4	14	3	-5	-2	-13	0.7	-4	i
COc1ccc(C)cc1S(=O)(=O)NCc1ccccn1	12	12	-1	-3	1	-2	0.7	0	i
N#CCCN(C(=O)Cn1nc(C(=O)O)c2ccccc2c1=O)c1ccccc1	10	24	1	-7	1	1	-1.2	-2	i
COCCn1c(SCC(=O)c2ccc3c(c2)OCCO3)nnc1C(C)C	6	-9	0	-8	-1	-1	0.8	-11	i
Fc1ccc(-c2nnc3sc(C4COc5ccccc5O4)nn23)cc1 (configuration not stated)	-7	-5	0	18	0	0	-0.4	-12	i
O=C(CN1C(=O)NC2(CCCCC2)C1=O)Nc1ccc(Cl)cc1	-6	8	5	0	2	-18	-0.3	-2	i
CCOc1ccccc1OCC(=O)NCCc1ccc(S(N)(=O)=O)cc1	-10	4	-1	-3	1	6	1.0	-2	i
O=C(Nc1ccccc1C(=O)OCC(=O)N1CCc2ccccc2C1)c1ccco1	9	-11	3	11	0	6	1.4	-1	i
Cc1ccc(C(=O)N2CCN(S(=O)(=O)c3ccccc3[N+](=O)[O-])CC2)o1	-8	4	0	0	0	-8	-0.4	-1	i
Cc1ccccc1-c1noc(CNC(=O)COc2ccccc2)n1	8	6	2	9	-1	-13	0.2	-2	i
C#Cc1ccc(NC(=O)C2(C)CCN2C(=O)Cc2ccc(-c3ccccc3)cc2)cc1 (configuration not stated)	-21	8	2	27	-1	0	-1.0	-6	i
CS(=O)(=O)N1CCC(C(=O)Nc2cc(Cl)cc(Cl)c2)CC1	-4	8	-2	4	1	-6	1.3	-3	i
CCOC(=O)C1=C(C)N(CC(C)C)C(=O)/C1=C\c1cccs1	-50	-12	-4	2	0	7	0.7	-5	i
CC[C@]12CCCN3CCc4c(n(c5ccccc45)C(=O)C1)[C@@H]32	-8	-10	-1	-1	4	-4	-0.3	-1	i
Cc1ccc(OCC(=O)NNC(=O)c2cc3ccccc3o2)cc1	-2	33	-3	-3	0	-2	-0.7	2	i
Cc1ccc(C)c(S(=O)(=O)Nc2cc3c4c(c2)CCC(=O)N4CCC3)c1	5	11	5	-13	-3	5	1.1	-4	i
CCN(CC)CC(=O)Nc1ccc(C)cc1Br	-23	20	-1	-6	-2	4	-0.4	-1	i
COCCn1c(=NC(=O)c2cc(Cl)sc2Cl)sc2cc(S(N)(=O)=O)ccc21	-3	-12	-5	-3	2	0	0.3	-6	i
OC[C@@H]1CN(Cc2ccc(F)cc2)C[C@H](n2cnc3c(NC4CC4)ncnc32)O1	-11	30	-4	-2	4	11	-0.6	0	i
C=CCn1c(=O)c2ccccc2n2c(SC(C)C(N)=O)nnc12 (configuration not stated)	1	3	3	-9	1	-6	-1.0	-2	i
CS(=O)(=O)c1ccc(C(=O)OCc2nnc(-c3ccc(Cl)cc3)o2)cc1[N+](=O)[O-]	-1	-3	-2	27	2	-4	x	-5	i
COC(=O)c1ccc(C(=O)OC)c(NC(=O)C(C)C)c1	1	4	1	-4	2	-1	0.8	-3	i
CC1=Nc2cccc([N+](=O)[O-])c2NC(=O)C1	-4	-9	-1	-6	-2	-7	-0.6	-4	i
COc1cccc(OC)c1OCCCNC1CCCC1	-3	17	-3	-5	0	-8	-1.0	-8	i
CC(NC(=O)C(=O)N/N=C\c1ccc([N+](=O)[O-])cc1)c1ccccc1 (configuration not stated)	0	5	1	-2	-1	4	-0.4	-2	i
CC(=O)c1ccccc1NC(=O)CSc1nc2ccccc2c(=O)n1CCCN1CCOCC1	12	-7	-6	6	5	-4	-0.9	-3	i
Cc1ccc(NC(=O)CNC(=O)c2ccc(C(C)(C)C)cc2)cc1S(=O)(=O)N1CCOCC1	-4	13	3	7	-1	-5	-0.8	-1	i
CC(=NNC(=S)N1CCN(C2CCCCCC2)CC1)c1ccccn1	0	7	1	-3	3	6	-0.4	2	i
COc1cccc(OCc2nnc(SCC(=O)OCc3ccccc3)o2)c1	-1	-2	6	9	0	-11	0.0	-4	i
Cc1ccnc(NS(=O)(=O)c2ccc(NC(=O)c3cccc(Cl)c3)cc2)n1	5	-1	0	-5	1	-5	-0.2	-1	i
COc1ccc2cc(CN(CC3CCCO3)C(=O)Nc3ccccc3)c(=O)[nH]c2c1 (configuration not stated)	8	-1	1	-1	1	-5	0.7	-4	i
CCOC(=O)c1sc(=S)n(-c2ccc(Cl)cc2)c1C	-3	2	4	16	-1	1	-0.2	-3	i
CN(C)c1cccc(NC(=O)C2(C)CC2(Cl)Cl)c1 (configuration not stated)	6	17	0	-11	0	-4	0.6	-3	i
CSCCC(NS(=O)(=O)/C=C/c1ccccc1)C(=O)NCCc1ccc(S(N)(=O)=O)cc1 (configuration not stated)	17	-8	2	-5	0	4	-0.2	-9	i
Cc1cccc(NC(=O)Cn2nnc(C(=O)NCc3cccs3)c2N)c1C	-4	-13	4	-15	2	-2	-1.0	-10	i
Cc1nn(CC(=O)Nc2ccc(Cl)cn2)c(C)c1Br	0	-5	0	-7	2	-7	0.5	-3	i
COc1ccc(S(=O)(=O)N(C)CC(=O)O)c2ccccc12	-6	9	0	-6	-3	1	-1.4	-2	i
C=CCNC(=S)NNC(=O)c1ccc(OCC)cc1	-7	20	6	-9	-3	-3	0.5	-1	i
O=C(COc1cc2oc(=O)c3c(c2cc1Cl)CCC3)Nc1ccc(CN2CCOCC2)cc1	-5	3	2	-4	3	6	-0.2	-7	i
C=CCN(CC=C)C(=O)CCc1nnc(CCc2c[nH]c3ccccc23)o1	4	2	2	-6	5	-8	0.5	-6	i
Cc1oc(CC(C)C)c(CN2CCCC2)c1C(=O)O	12	2	-4	-9	-1	-8	0.0	-3	i
Cc1cc(NC(=O)CSc2c[nH]c3ccccc23)no1	9	5	0	-7	-1	2	1.4	-2	i
COc1ccc(/C=N/NC(=O)CCCCCNC(=O)c2ccccc2)cc1	7	-12	0	-9	1	-7	-1.1	-2	i
Cc1ccc(N2CC(C(=O)OCC(=O)Nc3ccc(F)cc3F)CC2=O)cc1 (configuration not stated)	-9	-15	3	1	1	11	0.6	-8	i

Next part; the last 7 above are carried over.
SMILES	CendR NRP1 mod	SKN-1 inh	MT1-MMP act inh	FAS-TE inh	Rin1-Abl PPI inh	E coli Lon inh	MsrA inhibitor	bovine MsrA act	Neddylation inh
C=CCNC(=S)NNC(=O)c1ccc(OCC)cc1	-7	20	6	-9	-3	-3	0.5	-1	i
O=C(COc1cc2oc(=O)c3c(c2cc1Cl)CCC3)Nc1ccc(CN2CCOCC2)cc1	-5	3	2	-4	3	6	-0.2	-7	i
C=CCN(CC=C)C(=O)CCc1nnc(CCc2c[nH]c3ccccc23)o1	4	2	2	-6	5	-8	0.5	-6	i
Cc1oc(CC(C)C)c(CN2CCCC2)c1C(=O)O	12	2	-4	-9	-1	-8	0.0	-3	i
Cc1cc(NC(=O)CSc2c[nH]c3ccccc23)no1	9	5	0	-7	-1	2	1.4	-2	i
COc1ccc(/C=N/NC(=O)CCCCCNC(=O)c2ccccc2)cc1	7	-12	0	-9	1	-7	-1.1	-2	i
Cc1ccc(N2CC(C(=O)OCC(=O)Nc3ccc(F)cc3F)CC2=O)cc1 (configuration not stated)	-9	-15	3	1	1	11	0.6	-8	i
O=C(COc1ccccc1[N+](=O)[O-])NCC1COc2ccccc2O1 (configuration not stated)	4	1	5	9	2	-1	0.4	-1	i
Cc1ccc(-c2nn(CC(N)=O)c(=O)c3ccccc23)cc1S(=O)(=O)N(C)C	-14	-5	5	-6	0	-1	1.3	-2	i
COCCCNCCOc1ccc(C)cc1[N+](=O)[O-]	4	0	11	-9	-4	-19	-1.0	-4	i
N#CC1=C2C=CC=CN2CC1=O	-21	8	1	-11	-4	3	-0.2	-1	i
O=C(C[C@@H]1C/C=C\CC[C@H](Cc2ccc(F)cc2)C(=O)OC[C@@H]2CCCN2C1=O)N[C@H](CO)Cc1ccccc1	-9	-1	0	1	-7	-3	-1.3	1	i
CC(=O)Nc1cccc(NC(=O)CSc2nnc(Cc3cccn3C)n2-c2ccc(C)cc2)c1	-11	19	1	-5	-2	2	-0.9	-1	i
COc1ccccc1C(=O)NCCn1ccc2ccccc21	5	23	-4	-41	1	16*	0.1	-4	i
Cc1cc(=O)oc(C)c1C(=O)N1CCCc2ccccc21	1	-17	1	-10	0	-6	-1.1	-5	i
COC(=O)[C@@]1(Cc2ccc(OC)cc2)[C@H]2c3cc(C(=O)N(C)C)n(Cc4c(CO)[nH]cc(C)c4=O)c3C[C@H]2CN1C(=O)c1ccccc1	14	6	-1	2	3	-12	0.3	-4	i
